Autophagy mod: autophagy modulators in MEF cells, primary screen, imaging, high-content, MEF GFP-LC3 | calls only at 10 µM (by protocol) | MEF GFP-LC3 puncta imaging; test concentration mostly 10 µM | AID 463193, 2010 | hit rate 0.98% among 190,000;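 active means percentage of spot-positive cells more than 3 SD above its plate mean, without a fluorescence outlier flag or 80% toxicity; inconclusive means no clear call, values can overlap the other calls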;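 further: spot-positive cell cutoff set from DMSO-treated cells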
MT stabilizer: microtubule stabilizers in HeLa cells, primary screen, imaging, high-content imaging | HeLa tubulin immunostaining HCS, 24 h; share of cells brighter than vehicle mean+2SD | hit rate 0.83% among 200,000 | % tubulin-high responders, % at 10 µM;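 active means plate Z-score above 3 for both tubulin-high and condensed-nucleus cell shares, with cell loss under 80%, at 10 µM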;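 further: anti alpha tubulin signal scored within the nucleus-defined area of each cell; some results filed as inactive read as strong as hits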
XIAP displacement: XIAP antagonists, biochemical, IAP family, fluorescence polarization (AID 1018) | XIAP BIR domain, fluorescence polarization peptide displacement; higher % means a stronger effect | displacement, % at 20 µM; hits with a dose series show IC50 in µM | hit rate 0.007% among 200,000; in the data active means displacement above about 50%; further: a part of the inactive calls stands beside numbers as strong as those of hits
CSM14.1 death rescue: rescue of cells from ER stress-induced death, primary screen, 384-well, CSM14.1, thapsigargin, ATP luminescence (AID 1222) | CSM14.1 thapsigargin-induced death rescue, ATP luminescence; higher % means a stronger effect | one-dose cellular ATP content (survival), % at 20 µM; EC50 in µM for titrated hits | 190,000 tested, under 10 active;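 active means EC50 below 50 µM in the dose-response confirmation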;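 further: death triggered by thapsigargin at about 15 µM added after 2 h compound pretreatment; cell ATP read after overnight thapsigargin exposure of roughly 18 to 22 hours; normalized against plate controls of thapsigargin alone and 5% DMSO vehicle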
Hep lipid drop: inhibitors of hepatocyte lipid droplet formation, primary screen, imaging, high-throughput imaging, BODIPY stain. hit rate 0.4% among 240,000. AML12 mouse hepatocytes, oleate lipid droplets. inhibition, % at 6.5 µM;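 active means lipid droplet intensity inhibited by at least 50%, with more than 500 cells counted; inconclusive means wells with under 300 cells, treated as cytotoxic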
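Test system: AML12 mouse liver cells; schedule: overnight exposure; technique: high-content imaging of BODIPY-stained droplets and DAPI nuclei; read-out: % inhibition of corrected integrated BODIPY droplet signal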
b-catenin transl: modulators of beta-catenin nuclear translocation, primary screen, imaging, HeLa cells, immunofluorescence, high-content; nuclear translocation activity, % at 5 µM; hit rate 0.3% among 190,000; AID 1665, 2009;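 active means nuclear translocation activity above 50% at 5 µM, with a well cell count of 50 or more; inconclusive means wells under 50 cells across six images, flagged as toxic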;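 further: per-cell ratio of nuclear to cytoplasmic median beta-catenin stain intensity; plate controls were DMSO negative control for no effect and GSK-3 inhibitor IX positive control for full effect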
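Signal – beta-catenin immunofluorescence imaging with DAPI · Test system – human HeLa cell line · Dosing – 5 µM primary single dose, 0.1% DMSO, 0.02–20 µM confirmation series · Measure – % activation, nuclear-to-cytoplasmic median beta-catenin signal ratio per cell · Incubation – 24 h compound exposure at 37°C, 5% CO2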
Dynein cargo inh: inhibitors of GR-EGFP nuclear translocation, primary screen, dynein cargo transport inhibitor project, imaging, high-content, 3617.4 mouse cells; test concentration mostly 20 µM; stimulated with dexamethasone, 1 µM; hits give low values; z-score, hits read low; hit rate 0.47% among 220,000;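 active means plate z-score of nuclear minus cytoplasmic receptor signal below a set negative limit, without overly bright fluorescence or cell loss, cut at about -3.5 in these data, passing the limit was not always enough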;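 further: z-score of nuclear minus cytoplasmic ring GR-EGFP intensity difference per well; some compounds called inactive have numbers as strong as hits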
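Buffer or medium: tet-free medium with charcoal-stripped serum / Also added: dexamethasone agonist, 1.0 µM final, for 30 min / Timing: induction 48 h, compound 1 h, agonist 30 min / Measured by: high-content fluorescence imaging after fixation / Read-out: nuclear-to-cytoplasmic GR-EGFP distribution per well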
WT yeast gro inh: growth inhibition of WT strain, primary screen, mitochondrial fusion inhibitor project, WT and mutant strains, chemical genetic; mitochondrial fusion phenotypic screen; inhibition, % at 10 µM; hit rate 2.1% among 190,000; AID 1362, 2008; in the data active means inhibition above about 58%; tested in S. cerevisiae
Ins promoter up: insulin promoter activators in MIN6 cells, imaging, high-content screening, mouse beta cells; MIN6 insulin promoter-GFP reporter; hits give high values; z-score at 5 µM; hit rate 0.3% among 190,000;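 active means z-score above 3 at 5 µM with at least 500 cells counted in the well; inconclusive means wells under 500 cells, flagged as cytotoxic or low count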
WT yeast gro inh mutant strain: also measured in WT yeast gro inh; calls as there; inhibition, %; mitochondrial fusion phenotypic screen, mutant strain inhibition
Dynein cargo inh cytoplasmic EGFP: also measured in Dynein cargo inh; calls as there; z-score; measured here: cytoplasmic GR-EGFP intensity; hits give high values
Dynein cargo inh nuclear GR-EGFP: recorded beside Dynein cargo inh, whose call it bears; z-score; measured here: nuclear GR-EGFP intensity;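 lower value marks the stronger effect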
Dynein cargo inh cell count: also measured in Dynein cargo inh; calls as there; z-score; measured here: cell count per field
Ins promoter up cell count: further read-out of Ins promoter up, marked with its call; cell count; measured here: cytotoxicity, nuclei count;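 total cells summed across four imaged fields per well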
Hep lipid drop cells 6.5 µM: second read-out of Hep lipid drop, no call of its own (marks repeat the call); cell count; measured here: cell count, cytotoxicity flag;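 cells counted across two imaged fields per well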
b-catenin transl cell count 5 µM: also measured in b-catenin transl; calls as there; cell count; measured here: cell count, cytotoxicity flag
MT stabilizer Hoechst-high %: also measured in MT stabilizer; calls as there; % Hoechst-high responders; measured here: nuclear condensation Hoechst responders;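 share of cells brighter than vehicle mean plus two SD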
MT stabilizer cytotoxicity %: also measured in MT stabilizer; calls as there; toxicity, %; measured here: cytotoxicity by cell density;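 0% = mean cell density of plate MIN control wells and 100% = no cells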
Autophagy mod cell loss 18 h: second read-out of Autophagy mod, no call of its own (marks repeat the call); toxicity, %; measured here: cell loss, nuclei count;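 cell loss after 18 h compound exposure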
Active calls of the source: *; i = inactive; ? = inconclusive; . = not tested or not shown.

Second line of a record: Autophagy mod	Autophagy mod cell loss 18 h	MT stabilizer	MT stabilizer Hoechst-high %	MT stabilizer cytotoxicity %	XIAP displacement	CSM14.1 death rescue	Hep lipid drop	Hep lipid drop cells 6.5 µM	b-catenin transl	b-catenin transl cell count 5 µM	Dynein cargo inh	Dynein cargo inh cytoplasmic EGFP	Dynein cargo inh nuclear GR-EGFP	Dynein cargo inh cell count	WT yeast gro inh	WT yeast gro inh mutant strain	Ins promoter up	Ins promoter up cell count
Cc1ccc(-c2nc(CN(C)Cc3ccc4nccnc4c3)c(C)o2)s1
 : i	9.6	4.8	2.5	2.1	-6.1%	-0.8%	6.7	675	-2.5	1092	-0.112	-0.329	0.0351	0.392	6.7	10.4	-0.19	1375
N#CC1=C(SCC(=O)Nc2ccccc2)NC(=O)CC1c1ccc(O)cc1 (stereo not drawn)
 : i	9.3	3.4	4.3	8.3	-4.3%	0.7%	.	.	-2.6	1098	-0.492	-0.255	-0.119	0.455	16.9	10.8	0.33	1005
CC(Sc1n[nH]c(N)n1)C(=O)Nc1ccc(Cl)cn1 (stereo not drawn)
 : i	-0.3	5.2	2.5	17.8	-8.9%	-0.7%	-2.2	692	0.1	1104	0.738	-0.356	0.613	-0.148	2.6	-6.6	-0.91	1268
Cc1ccc([N+](=O)[O-])cc1NC(=S)NC(=O)C(C)(C)C
 : i	21.2	1.8	1.4	8.0	-0.8%	1.4%	.	.	-1.1	1328	0.434	-0.0211	0.594	0.0516	9.1	19.3	0.25	1352
Cc1ccc(-c2nn3cnnc3c3ccccc23)cc1
 : i	-8.9	3.3	2.4	3.7	-12.4%	-0.2%	8.7	717	-1.1	1035	-0.524	-0.258	-0.405	0.849	16.6	13.4	-0.95	1207
CC(C(=O)Nc1c2c(cc3c1CCC3)CCC2)N1CCCC1 (stereo not drawn)
 : i	9.6	3.0	2.6	3.5	-5.7%	1.7%	-0.5	701	0.2	464	-0.703	-0.247	-0.634	0.911	4.0	13.1	-0.07	1128
Cc1noc(NS(=O)(=O)c2ccc(NC(=O)CC34CC5CC(CC(Br)(C5)C3)C4)cc2)c1C
 : i	4.2	2.6	1.5	1.0	-4.6%	-0.3%	.	.	-1.8	1338	0.303	-0.195	-0.46	-0.863	3.5	3.8	-0.39	1670
Cc1ccc(C)c(C(=O)NCCN(C)C)c1
 : i	2.3	3.0	0.7	23.5	0.6%	-1.3%	1.1	717	.	.	-0.561	-0.21	-0.0418	1.4	5.5	7.5	-0.75	1234
O=C(Cn1cnc2ccccc21)OCC(=O)N1CCCc2ccccc21
 : i	16.0	2.6	1.1	6.5	-4.5%	3.9%	7.3	809	-4.6	1140	0.964	-0.227	1.34	0.267	11.7	15.4	1.05	856
COc1ccc2c(c1)SC1=NCCS(=O)(=O)N12
 : i	41.6	9.1	3.1	7.6	-1.3%	-1.9%	.	.	-6.6	922	0.0278	-0.0964	-0.0153	0.289	4.6	7.9	0.13	1169
CC(C)CNC1CCS(=O)(=O)C1 (stereo not drawn)
 : .	.	.	.	.	.	.	-1.0	643	0.7	1292	2.72	-0.334	1.62	-2.23	.	.	0.27	969
CCC1(C(=O)OC)NC(c2ccccc2OC)C2C(=O)N(C)C(=O)C21 (stereo not drawn)
 : i	-1.4	4.7	2.5	8.7	1.0%	-1.5%	.	.	-0.6	1167	0.11	-0.315	0.434	0.0251	-2.8	-17.5	0.86	1252
CCCCCNc1nc(N2CCCC2)c2c(c1C#N)CCN(C)C2
 : i	-6.5	6.9	6.1	0.4	-8.4%	-2.9%	.	.	3.6	1131	-0.421	-0.321	-0.239	0.227	49.6	38.7	-1.11	1115
O=C(CCN1CCOCC1)NCC1COc2ccccc2O1 (stereo not drawn)
 : i	-5.4	3.4	2.5	4.9	-8.1%	-0.5%	-4.7	746	-0.7	444	1.27	-0.261	0.727	-0.21	-7.0	-8.1	.	.
O=C(NCCCN1CCOCC1)c1ccco1
 : i	8.6	4.8	2.7	1.7	-6.1%	1.2%	.	.	-7.0	993	-0.28	-0.212	-0.0509	-0.114	5.8	1.8	-0.31	1346
CC(C)CC(C(=O)NC1CCCCC1)N(Cc1cccs1)C(=O)c1snc(C(N)=O)c1N (stereo not drawn)
 : i	3.5	4.0	2.6	10.4	-6.4%	-0.3%	2.5	653	-0.9	1070	-0.953	-0.23	-0.785	1.06	16.9	12.4	-0.45	1147
Nc1nc(-c2ccc3ccccc3c2)c(C2(O)C(=O)Nc3c(Br)cc(F)cc32)s1 (stereo not drawn)
 : i	-14.2	1.7	1.2	6.0	-3.6%	3.5%	1.3	754	-1.6	1258	-0.191	-0.229	0.523	0.197	10.3	5.3	0.32	957
COCCCNC(=S)NNC(=O)c1ccccc1Br
 : i	-37.5	2.8	1.4	0.6	-2.1%	-0.2%	-5.6	590	-4.7	1086	1.8	-0.194	1.22	-1.4	2.7	-1.5	-0.56	1496
COc1cc(C(=O)Sc2ccc(Cl)cc2)cc(OC)c1OC
 : i	20.6	2.7	1.6	5.2	-1.7%	-1.4%	.	.	0.9	1333	-2.56	0.105	-0.872	-0.149	14.7	21.0	0.3	1409
Cc1nnc(SCCC#N)n(CCC#N)c1=O
 : i	-1.7	3.1	1.6	8.0	3.4%	-3.7%	-1.4	755	0.7	968	0.245	-0.251	0.853	0.634	4.3	9.7	0.04	1208
c1csc(-c2csc3ncnc(NCCCN4CCOCC4)c23)c1
 : i	11.1	1.5	2.1	7.9	-3.6%	.	14.1	677	0.1	1072	0.199	-0.223	0.027	0.333	2.4	-5.0	?	.
CC(C)CCOP(=O)(c1ccc(N(C)C)cc1)C(Nc1ccccc1)c1ccc(N(C)C)cc1 (stereo not drawn)
 : .	.	.	.	.	.	.	4.7	696	-0.4	1107	-0.00972	-0.191	-0.0537	0.344	.	.	-0.8	1175
CC(C)(C)C(=O)Nc1ccccc1C(=O)N1CCCC1
 : i	-2.5	1.8	1.9	15.3	-7.5%	-4.0%	1.7	715	3.7	526	1.12	-0.268	0.844	0.0922	2.7	7.2	.	.
Cc1ccc(Oc2nc3ccccc3n3cccc23)cc1
 : i	-26.4	5.1	2.1	6.4	-8.0%	-0.8%	-5.6	628	-0.3	1016	-0.548	-0.211	0.0936	0.427	-11.5	16.7	1.26	1891
O=C(NCCOC(=O)c1ccc(Cl)cc1)c1cccnc1
 : i	-10.0	1.4	1.2	6.3	-3.7%	-0.3%	12.6	761	.	.	-0.167	-0.0375	0.256	-0.191	-10.6	-6.2	-0.46	757
CCOC(=O)N1CCN(C(=O)c2ccc(N(Cc3ccc(C)cc3)S(C)(=O)=O)cc2)CC1
 : i	2.2	2.5	1.9	4.5	-1.8%	-0.3%	-6.4	817	-1.2	1148	-0.696	-0.3	-0.494	0.474	-6.8	-79.7	-0.06	733
O=C1N/C(=C/c2cccn2-c2ccccc2)C(=O)N1c1cccc(Cl)c1
 : i	-4.1	4.2	2.0	6.5	-0.8%	-1.9%	25.1	689	-0.3	996	0.729	-0.206	0.31	-0.915	-4.4	-14.4	0.42	1476
Cc1nnc(SCC(=O)N2c3ccccc3CC2C)s1 (stereo not drawn)
 : i	4.4	2.0	2.1	6.1	-3.4%	-2.7%	-2.1	659	-0.7	1023	-0.811	-0.237	-0.208	-0.431	-4.5	-15.7	-0.54	1991
COc1ccc(OC)c(CCNC(=O)CS(=O)(=O)Cc2nc(-c3ccc(C)cc3)oc2C)c1
 : i	42.2	2.4	2.6	19.9	-0.7%	-1.2%	.	.	.	.	1.85	-0.312	1.19	-0.417	19.5	-13.9	.	.
CC1=NN(c2ccccc2)C(=O)/C1=C\C=C1\N(C)c2ccccc2C1(C)C
 : i	3.2	5.5	2.2	6.1	-6.9%	-0.8%	-0.3	747	-0.8	520	-0.621	-0.116	-0.314	0.0563	37.0	23.0	0.91	1234
COc1ccc(CC(=O)NC(=S)NNC(=O)COc2c(C)cccc2C)cc1
 : i	12.0	4.7	1.5	3.4	1.3%	0.3%	6.7	723	-2.0	598	0.577	-0.201	0.476	-1.31	15.3	-27.2	-0.16	1223
O=C(NCc1ccccc1)c1ccc(F)c(S(=O)(=O)N2CCOCC2)c1
 : i	51.6	2.2	1.7	10.0	1.0%	0.2%	.	.	-3.2	1038	-0.559	-0.238	-0.122	0.671	5.9	-7.2	0.79	1480
CCOC(=O)C1CCCN(c2c(NCCC(C)C)c(=O)c2=O)C1 (stereo not drawn)
 : .	.	.	.	.	.	.	-1.4	656	-2.4	1301	0.225	-0.18	0.307	0.0751	.	.	-0.64	1052
